hcGAS inh: blocks human cGAS activity. Q8N884. recombinant h-cGAS, ATP depletion, Kinase-Glo luminescence. inhibition, % at 12.5 µM. actives 0.081% (n = 290,000). AID 1259398;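 further: 0% = vehicle reaction and 100% = reaction without DNA for no activity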
Target sequence (Q8N884 whole entry, looked up): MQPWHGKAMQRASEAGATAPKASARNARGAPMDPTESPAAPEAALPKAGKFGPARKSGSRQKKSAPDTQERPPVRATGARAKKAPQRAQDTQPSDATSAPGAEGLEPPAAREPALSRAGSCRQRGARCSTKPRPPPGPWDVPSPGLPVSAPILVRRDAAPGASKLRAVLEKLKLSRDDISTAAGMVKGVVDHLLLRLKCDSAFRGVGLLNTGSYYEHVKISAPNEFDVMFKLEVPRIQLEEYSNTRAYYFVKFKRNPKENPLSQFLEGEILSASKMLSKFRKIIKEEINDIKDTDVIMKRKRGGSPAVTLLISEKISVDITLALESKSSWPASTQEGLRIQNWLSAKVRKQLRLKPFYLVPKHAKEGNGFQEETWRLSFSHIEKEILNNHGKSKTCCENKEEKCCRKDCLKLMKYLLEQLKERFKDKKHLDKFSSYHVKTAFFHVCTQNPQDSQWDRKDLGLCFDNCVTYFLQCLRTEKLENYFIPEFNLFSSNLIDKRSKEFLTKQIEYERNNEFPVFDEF
NPYLR7 agonist: mosquito NPYLR7 agonism; actives 0.15% (n = 270,000); activation, % at 10 µM; HEK293T NPYLR7/Galpha15, GCaMP6s calcium fluorescence; in the data active means activation above about 40%;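 further: 0% = vehicle and 100% = reference agonist at the receptor; some compounds past the cut are filed as inactive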
mcGAS inh: inhibitors of mouse cGAS | Q8C6L5 | recombinant cGAS, Kinase-Glo ATP depletion luminescence | inhibition, % at 12.5 µM | actives 0.15% (n = 160,000) | AID 1259399;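 further: 0% = negative control wells and 100% = reference inhibitor with no enzyme activity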
* = called active by the depositor; . = no result given; & = joins results of further samples. Unless noted, no stated cut-off is given here; in the data, active means inhibition above about 40%; inactive means the rest. Not a hit list, and some 0.27% of all compounds hit somewhere here.

| SMILES | hcGAS inh | NPYLR7 agonist | mcGAS inh |
| --- | --- | --- | --- |
| Cc1ccn2c(NC(=O)CC(C)(C)C)c(-c3cc(F)ccc3F)nc2c1 | -9 | -4 | -8 |
| COCC(=O)N1CCN(c2cc(-n3cccn3)nc(C)n2)CC1 | 3 | -7 | -2 |
| COc1ccc(CCN2C(=O)C3C4C=CC(C4)C3C2=O)cc1OC (configuration not stated) | -4 | -13 | -6 |
| C/C(=C\c1ccco1)C1CC(=O)Nc2nn3c(C)cc(C)nc3c21 (configuration not stated) | -8 | 17 | . |
| CCn1cc(C(=O)N2CCc3c([nH]c4ccccc34)C2C2CCCCC2)cn1 (configuration not stated) | -3&-8 | 15&14 | -9 |
| COc1ccc(C(=O)N2CCCC2(C)C(=O)O)cc1OC (configuration not stated) | -7 | -2 | . |
| N[C@@H](Cc1ccc(O)cc1)C(=O)NCC1(CO)CCCC1 | -1 | 3 | -14 |
| CS(=O)(=O)c1ccc(C(NC(=O)C2CC2(c2ccccc2)c2ccccc2)c2ccc3c(c2)CCO3)cc1 (configuration not stated) | 2 | -23 | 3 |
| COC(=O)C(C)Sc1nc2sc3c(c2c(=O)n1Cc1ccccc1)CCC3 (configuration not stated) | 10 | -6 | . |
| C=CCNC(CC(=O)Nc1ccc(O)cc1C)C(=O)O (configuration not stated) | -3 | 1 | -7 |
| O=C(O)CN1C(=O)/C(=C\c2cccc([N+](=O)[O-])c2)SC1=S | -1 | -6 | 5 |
| COc1ccc(OC)c2sc(N(CCN(C)C)C(C)=O)nc12 | -5 | -2 | -9 |
| CC(C)NC(=O)CNC(=O)c1nc(Cl)c(Cl)c(Cl)c1Cl | -5 | 2 | . |
| Cc1ccc(-c2ccc(=O)n(CC(=O)Nc3cccc(F)c3)n2)s1 | -5 | -2 | . |
| COc1ccc(-c2nc(CN(C)Cc3nc4ccccc4s3)c(C)o2)c(F)c1 | -4 | 17 | -8 |
| N#CCCn1c(=S)n(CCC#N)c2ccccc21 | -6 | 2 | . |
| Cc1ccccc1NC(=O)CSc1ccc2nnc(-c3cccnc3)n2n1 | -7 | 1 | -8 |
| CCOc1nc(-c2ccc(Cl)c(Cl)c2)n(-c2ccc(NC(=O)C(c3ccccc3)c3ccccc3)cc2)n1 | -6 | 24 | -4 |
| CCCCN(CC(=O)N1c2ccccc2-n2cccc2C1c1cccc(C)c1)C(=O)Nc1ccc(C#N)cc1 (configuration not stated) | 5 | -8 | 1 |
| CC1=NC2=C(C(=O)CC(C)(C)C2)C(c2cccc(O)c2)C1C#N (configuration not stated) | -3 | 13 | -6 |
| O=C(CSc1nnc(-c2ccco2)n1-c1ccc(F)cc1)N1CCOCC1 | -12 | 30 | -6 |
| CCC(C(=O)N(CC(=O)N1CCc2sccc2C1c1ccc(Cl)cc1)CC(C)C)c1ccccc1 (configuration not stated) | -4 | -4 | -5 |
| CC(C)N(CC(=O)N1CCc2sccc2C1c1ccc(Cl)cc1Cl)S(=O)(=O)c1cc(Cl)ccc1Cl (configuration not stated) | -8 | -2 | -6 |
| C#CCNC(=O)c1cc(N2CCN(c3ccc(OC)cc3)CC2)nc2ccccc12 | 4 | 2 | 3 |
| CNC(c1ccccc1)c1ccc(F)cc1Cl (configuration not stated) | -2 | 5 | . |
| CCOC(=O)N1CCN(Cc2ccc3c(c2)CN(C(=O)C2Cc4ccccc4O2)CCO3)CC1 (configuration not stated) | -2 | -1 | -8 |
| CC1=C(C(=O)OC(C)C)C23C(=O)c4ccccc4C2(OC(=N)C3C#N)O1 (configuration not stated) | -1 | 2 | -3 |
| CCC(CC)C(=O)N(C)c1c(C)nc2c(OCc3cc(Cl)cc(Cl)c3)cccn12 | -1 | -5 | 1 |
| CC(=O)N(C)Cc1cccc(NC(=O)Nc2cccc(F)c2)c1 | -12 | 9 | -7 |
| O=C(NC1COC2(CCCCC2)C1)c1ccco1 (configuration not stated) | -12 | -4 | . |

Some of these compounds in order of count of non-hydrogen atoms, highest first:
| SMILES | hcGAS inh | NPYLR7 agonist | mcGAS inh |
| --- | --- | --- | --- |
| CCOC(=O)N1CCN(Cc2ccc3c(c2)CN(C(=O)C2Cc4ccccc4O2)CCO3)CC1 (configuration not stated) | -2 | -1 | -8 |
| CCC(CC)C(=O)N(C)c1c(C)nc2c(OCc3cc(Cl)cc(Cl)c3)cccn12 | -1 | -5 | 1 |
| COC(=O)C(C)Sc1nc2sc3c(c2c(=O)n1Cc1ccccc1)CCC3 (configuration not stated) | 10 | -6 | . |

Entries of single compounds from above:
Profile of CC1=C(C(=O)OC(C)C)C23C(=O)c4ccccc4C2(OC(=N)C3C#N)O1 (configuration not stated) = hcGAS inh = -1; NPYLR7 agonist = 2; mcGAS inh = -3
Profile of Cc1ccccc1NC(=O)CSc1ccc2nnc(-c3cccnc3)n2n1 = hcGAS inh = -7; NPYLR7 agonist = 1; mcGAS inh = -8

Next section
| SMILES | hcGAS inh | NPYLR7 agonist | mcGAS inh |
| --- | --- | --- | --- |
| CC(C)CCN1C(=O)CC(N2CC(C)OC(c3ccccc3)C2)C1=O (configuration not stated) | -11 | 3 | . |
| CC(=O)Nc1ccc(CN(C)CC2(CO)CCOCC2)cc1 | -1 | -1 | . |
| CCc1nnc(-c2cc3ccccc3n2CC(=O)Nc2cccc(C(F)(F)F)c2)o1 | -4 | -4 | -1 |
| CCOC(=O)CCn1nc(C)c([N+](=O)[O-])c1C | 2 | 9 | . |
| Cn1cnc2c1c(=O)n(CCCSc1ncnc3sccc13)c(=O)n2C | 1 | 1 | . |
| COc1ccc(-c2cc(C(=O)NCc3ccncc3)n(-c3ccc(Cl)cc3)n2)c(OC)c1 | -2 | 22 | -5 |
| COCCn1c(N2CCN(c3ccc(OC)cc3)CC2)nc2c1c(=O)[nH]c(=O)n2C | -6 | 6 | . |
| COc1ccccc1-c1cc(C(=O)N(C)OC)[nH]n1 | -2 | -7 | . |
| CC(C)(C)c1noc(OCc2ccc(C(N)=O)cc2)n1 | -5 | 14 | . |
| Cc1cccc(Oc2cc(N3CCSCC3)ncn2)c1 | -4 | -9 | -7 |
| COc1ccc(-c2cc(-c3ccc(OC)cc3)c(C#N)c(SCC(=O)c3ccc(C)cc3C)n2)cc1 | -1 | -3 | . |
| COc1ccc(NC(=S)Nc2ccc(OC(F)F)cc2)cn1 | -9 | 1 | . |
| FC(F)(F)c1ccc(Oc2ccc(Cl)c3cccnc23)nc1 | 0 | 2 | . |
| COc1ccc2nc(NS(=O)(=O)c3cc(Br)ccc3Br)sc2c1 | -3 | 0 | . |
| Cc1ccc(NC(=O)Nc2ccc(N3CCC(Cc4ccccc4)CC3)c(C(=O)N3CCCC3)c2)c(C)c1 | -2 | 3 | -5 |
| CCOC(=O)c1nnn(CC(=O)Nc2cccc(Br)c2)c1C(=O)OCC | -1 | -11 | -3 |
| C=CCNC(=O)C(NC(=O)c1ccc(OC)cc1)C1CCN(C(=O)c2ccccc2OC)CC1 (configuration not stated) | -8 | 17 | -3 |
| CS(=O)(=O)c1ccc(N)c([N+](=O)[O-])c1 | -3 | 34 | -5 |
| O=C(NC(CO)c1cccnc1)c1cc(Cn2ccc3ccccc32)[nH]n1 (configuration not stated) | -1 | -5 | 0 |
| COC(=O)c1ccccc1NC(=O)C1COc2ccccc2O1 (configuration not stated) | 0 | -1 | . |
| COc1ccc(CCN2C(=O)C(C)SC2c2ccc(C#N)cc2)cc1OC (configuration not stated) | 0 | 10 | . |
| Cc1nc(C(C)C)sc1C(=O)N1CCCC2(C1)C(=O)N(C)c1ccccc12 (configuration not stated) | -6 | 0 | . |
| Nc1cc(CC23CC4CC(CC(C4)C2)C3)ncn1 | -5 | . | -4 |
| CCc1nnsc1C(=O)NCc1cccc(S(=O)(=O)NC)c1 | -12 | 6 | . |
| COCCN1CCCC2(CCN(C(=O)c3ccc(F)c(Cl)c3)C2)C1=O (configuration not stated) | -11 | 6 | . |
| CCC(O)CN(CCN1CCOCC1)Cc1ccc(C)s1 (configuration not stated) | -3 | -2 | -5 |
| Cn1c(=O)c2c(ncn2CC(=O)N2CCCC2=O)n(C)c1=O | -1 | 4 | -4 |
| O=C(CC1COCCN1)N1CCN(CCCOc2ccc(F)cc2)CC1 (configuration not stated) | 2 | 18 | -17 |
| COc1ccc(S(=O)(=O)N2CCN(c3ccccc3C)CC2)cc1C | -7 | 6 | . |
| CN(Cc1ncnn1C)C(=O)NCC(C)(C)c1ccccc1Cl | -11 | 8 | -6 |

Next records
canonical_smiles | hcGAS inh | NPYLR7 agonist | mcGAS inh
CCOC(=O)CNC(=O)N(CCC(C)C)CC(=O)Nc1cc(C(C)(C)C)nn1-c1ccc(OC)cc1 | -10 | -13 | -4
CCS(=O)CCNCc1cccc(OCc2ccccn2)c1 (configuration not stated) | -9 | 2 | .
CN(Cc1nc(C2CC2)no1)Cc1nccn1C | -8 | 8 | .
CN(Cc1cc2cc(F)ccc2[nH]1)Cc1nc(-c2ccc3c(c2)OCO3)no1 | -9 | 1 | .
CSC(c1ccc(O)cc1)=[N+]1CCOCC1 | -6 | -6 | .
Cc1ccccc1CSc1nnc(Cn2c(=O)sc3ccccc32)n1C | 3 | 0 | .
COc1ccc(OC)c(CN(CCN2CCOCC2)Cc2nc(C(=O)NCc3ccco3)co2)c1 | -7 | . | -4
COc1ccc(CN2CCN(Cn3ncn(-c4ccccc4F)c3=S)CC2)cc1F | -3 | 2 | -9
Cc1cc(C)cc(CC(=O)N2CCC2(C)C(=O)NS(C)(=O)=O)c1 (configuration not stated) | -10 | 2 | .
COc1cccc(C(CN2CCN(C(=O)c3oc4ccccc4c3C)CC2)OCc2ccc(C#N)cc2)c1 (configuration not stated) | -5 | 4 | -5
CCCCCCCCCCCC(=O)N(CCC)Cc1nc(C(=O)NCCC)cs1 | -9 | 11 | -7
CCCC(=O)OCC(=O)NC(=O)NC(C)(C)C | -7 | 5 | .
COC1CN(Cc2ccc(C)cc2)C(=O)CN(C(=O)OCC(C)C)C1 (configuration not stated) | -10 | 0 | -8
Cc1nc(N)c(C#N)c(CCCNC(=O)c2ccccc2)n1 | -12 | 9 | .
CCc1nc2ccc(C(=O)Nc3cc(-c4ccccc4)ccc3OC)cn2c1N(CC)CC(=O)N(C)C | -3 | 6 | -3
COc1ccc2c(CN(C)CCOc3cc(C)cc(C)c3)cc(=O)oc2c1 | -4 | 10 | -8
CCOC(=O)C1CCN(C(=O)c2csc(CSc3nnc(-c4cccnc4)n3-c3ccc(C)cc3)n2)CC1 | -8 | 19 | -5
COc1ccc2c(CC(=O)N(CCC(N)=O)c3ccc(F)cc3)coc2c1 | -3 | 5 | -9
CC(C)(C)NC=CC(=O)C(F)(F)F | -6 | -4 | .
COc1cc(C2CN(C(=O)c3ccccc3F)CC2C(=O)N2CCCCC2)cc(OC)c1OC (configuration not stated) | -19 | 9 | .
CCc1nc(CC(=O)NC(C)(C)c2ccc3c(c2)OCCO3)cs1 | -1 | -3 | .
O=C1c2ccccc2NC(c2cccc(O)c2)N1c1ccc2c(c1)OCO2 (configuration not stated) | -10 | 1 | .
Cc1ccc(Br)c(NS(=O)(=O)c2cc(N)ccc2Cl)c1 | -8 | 4 | -17
CC(=O)Nc1ccccc1CNC1CCS(=O)(=O)C1 (configuration not stated) | -5 | -2 | .
CC1=NN(c2ccc(S(N)(=O)=O)cc2)C(=O)/C1=C\c1cccs1 | -1 | -9 | -4
CCOc1ccc(N=Nc2c(N)[nH]n(-c3ccccc3)c2=O)cc1 | -4 | -3 | -5
CC(C)NC(=O)C1CCN(C2CCN(C(=O)c3scc4c3CCCC4)CC2)CC1 | -7&-6 | 3&-3 | -2
CN(C)c1nc(-c2cccnc2)nc2c1CCN(C(=O)[C@@H](N)c1ccccc1)C2 | -3 | 0 | -10
C=C(C)[C@H]1COc2cc3oc(=O)ccc3cc2O1 | -5 | . | -4
CC1CC(Sc2nnc(C(C)C)n2C2CC2)C(=O)O1 (configuration not stated) | 8 | -1 | .
COc1ccc(-c2ccc3c(c2)COC2(CCN(C(=O)Cc4ccccc4)CC2)O3)cc1OC | -2 | -7 | -3
CCN(CC)CCCn1c2c(c(SCC(=O)Nc3ccc(C(F)(F)F)cc3)nc1=O)CCC2 | 8 | 1 | 3
COc1ccc(N2CCCN(C(C)c3nnc(C)o3)CC2)cc1 (configuration not stated) | -15 | -1 | .
CC(=O)Nc1ccc(CC(=O)Nc2sc3c(c2C)CCCC3)cc1 | -5 | 5 | -15
CCOC(=O)CNC(=O)N1CCCC(CNS(=O)(=O)Cc2ccccc2)C1 (configuration not stated) | -7 | -1 | -4
COc1ccc2c(c1)-c1sc(C(=O)NC(C)c3ccc(Br)cc3)cc1CC2 (configuration not stated) | 3 | 3 | 0
CN(CC(=O)N1CCOCC1)Cc1ccc(Br)c(F)c1 | -10 | 3 | .
Cc1cc(C(=O)N2CCC2(C)C(=O)Nc2cnc3ccccc3c2)nn1C (configuration not stated) | -10 | 4 | .
CCn1c(COc2ccccc2Cl)n[nH]c1=S | -6 | 10 | -6
COc1cccc(-n2c(SCC(=O)Nc3nccs3)nc3c([nH]c4ccccc43)c2=O)c1 | 3 | 0 | -4
c1ccc(-c2nc(CSc3cc(N4CCOCC4)ncn3)cs2)cc1 | -1 | -3 | .
Cc1nonc1C1CCCN1Cc1cn[nH]c1-c1ccc2c(c1)OCO2 (configuration not stated) | -4 | -1 | -6
O=c1c2cc3c(cc2nc2sc(Nc4ccccc4F)nn12)OCO3 | 3 | 4 | .
Cc1cccc(N2CCN(c3nc(-c4ccccc4F)nc4ccccc34)CC2C)c1 (configuration not stated) | -5 | -1 | -6

Already shown: entries from further up.
canonical_smiles | hcGAS inh | NPYLR7 agonist | mcGAS inh
COc1cccc(-n2c(SCC(=O)Nc3nccs3)nc3c([nH]c4ccccc43)c2=O)c1 | 3 | 0 | -4
c1ccc(-c2nc(CSc3cc(N4CCOCC4)ncn3)cs2)cc1 | -1 | -3 | .
